Source: PubChem BioAssay (several laboratories)
Rab7 wt modul – dog Rab7 wildtype GTP binding, inhibitors and activators; GST-Rab7 beads, fluorescent GTP binding, flow cytometry; actives lie on both sides; untreated = 100%, excess cold GTP = 0%; GTP binding activity (percent of control), % at 10 µM; 190,000 tested, 0.055% active;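 active means fluorescent GTP binding to Rab7 beads changed by at least 20 points from the 100% baseline, either direction, mostly lower; inconclusive means compound itself probably fluorescent, or too few beads counted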;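 further: median green fluorescence of bound Bodipy-FL-GTP per Rab7 bead population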
Rac1 wt GTP bind – modulators of human Rac1 wildtype GTP binding. GST-Rac1 beads, fluorescent GTP binding, flow cytometry; actives lie on both sides; 0 = cold GTP competed, 100 = untreated. GTP binding activity (% of control), % at 10 µM. 190,000 tested, 0.27% active. AID 757;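 active means GTP binding activity at least 20 points away from the 100% control level, either lower or higher; inconclusive means compound flagged as likely green fluorescent, judged across all proteins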
Mcl1 Noxa PPI – Mcl-1/Noxa interaction inhibition; Q07820; TR-FRET Mcl-1/Noxa peptide binding, 2 h; inhibition, % at 21.7 µM; 220,000 tested, 1.5% active; AID 1022;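 active means compounds that cut the protein-peptide binding signal by more than 50% relative to plate controls in a single-dose test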;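 further: His-tagged Mcl-1 with rhodamine Noxa BH3 peptide and terbium anti-His antibody; 0% = Mcl-1 plus Noxa peptide wells and 100% = peptide-only wells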
Target sequence (Q07820 whole entry, looked up): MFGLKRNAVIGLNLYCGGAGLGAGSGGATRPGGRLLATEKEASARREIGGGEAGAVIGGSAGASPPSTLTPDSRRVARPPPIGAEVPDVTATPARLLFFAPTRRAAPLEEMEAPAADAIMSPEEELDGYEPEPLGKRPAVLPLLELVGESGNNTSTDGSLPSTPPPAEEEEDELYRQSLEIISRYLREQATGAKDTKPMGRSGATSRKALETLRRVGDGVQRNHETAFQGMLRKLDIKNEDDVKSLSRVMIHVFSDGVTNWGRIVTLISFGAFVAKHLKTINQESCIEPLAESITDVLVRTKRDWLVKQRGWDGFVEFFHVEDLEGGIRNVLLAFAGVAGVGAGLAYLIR
Mcl-1 Bim block – human Bim-Mcl-1 interaction inhibition. Bead-based flow cytometry, Bim peptide-Mcl-1 binding. Q07820. 190,000 tested, 0.1% active. AID 1009. inhibition, % at 10 µM; in the data active means inhibition above about 40%;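 further: 0% = no compound tracer wells and 100% = peptide blocker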
Rac1 mut GTP – human Rac1 activated mutant GTP binding change; 190,000 tested, 0.11% active; AID 764; percent activity (GTP binding), % at 10 µM; P63000; GST-Rac1 activated beads, fluorescent GTP binding, flow cytometry; actives lie on both sides; 100% means binding = to untreated wells;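 active means GTP binding at least 20 percentage points away from the 100% baseline, in either direction, so actives lie on both sides; inconclusive means Compound likely fluorescent itself, or too few beads counted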
Avidin fluor – compound fluoresces at 488/530 nm on avidin beads. AID 1775. 220,000 tested, 0.38% active. compound fluorescence 488/530 nm, flow cytometry; active compounds read high. fluorescence (KMESF) at 10 µM; in the data active means fluorescence above about 47; further: inactives centre near 10
Mcl1 Bid PPI – disrupts binding of human Mcl-1 to Bid peptide; Q07820; TR-FRET Mcl-1/Bid-Dy647 peptide binding, 1536-well; inhibition, % at 21.7 µM; 220,000 tested, 0.97% active; AID 1021;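 active means compounds that cut the binding signal by more than half at the single screening dose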;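 further: His-tagged Mcl-1 with europium anti-His antibody binding Bid BH3 peptide; 0% = Mcl-1 plus peptide wells and 100% = peptide-only wells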
Rab2 wt GTP – changes GTP binding to wildtype dog Rab2A, up or down | P61105 | GST-Rab2 wt beads, Bodipy-GTP binding, flow cytometry | GTP binding activity, % at 10 µM | 190,000 tested, 0.19% active | AID 760;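 active means GTP binding activity at least 20 points away from 100%, either lowered or raised; inconclusive means signal likely due to the compound's own green fluorescence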;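 further: 0% = beads with excess unlabeled GTP and 100% = no-compound control corrected for plate trend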
Pf gametocyte – inhibitors of late stage P. falciparum gametocyte viability. P. falciparum stage V gametocytes, ATP luminescence, 24 h. 150,000 tested, 0.065% active. inhibition, % at 10.9 µM. AID 743093;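 active means inhibition above the mean plus 3 SD of compounds within the control limits, set per campaign, cut at about 38% in these data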;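 further: 0% = DMSO wells and 100% = medium only without gametocytes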
Cdc42 wt GTP – modulators (inhibitors or activators) of GTP binding to human Cdc42 wildtype | P60953 | GST-Cdc42 beads, Bodipy-GTP binding, flow cytometry; actives lie on both sides | percent activity (GTP binding), % at 10 µM | 190,000 tested, 0.2% active | AID 761;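 active means percent activity GTP binding at least 20 points away from the 100% baseline, either down as inhibitor or up as activator; inconclusive means compound flagged as likely green fluorescent from well-wide comparison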;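 further: median bead fluorescence of bound Bodipy-FL-GTP at 100 nM; 0% = excess unlabeled GTP control and 100% = no compound control; below 100% means less GTP binding so inhibitor and above means activator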
Target sequence (P60953 whole entry, looked up): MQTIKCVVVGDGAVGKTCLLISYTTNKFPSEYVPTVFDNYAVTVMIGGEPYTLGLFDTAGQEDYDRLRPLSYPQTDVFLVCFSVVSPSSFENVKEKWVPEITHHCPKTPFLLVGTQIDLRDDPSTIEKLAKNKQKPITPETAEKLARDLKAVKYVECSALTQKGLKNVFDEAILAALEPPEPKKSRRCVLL
HRas wt GTP – human HRas wildtype GTP binding, change in either direction | P01112 | GST-Ras wt beads, Bodipy-FL-GTP binding, flow cytometry; actives lie on both sides | GTP binding activity, % at 10 µM | 190,000 tested, 0.14% active;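 active means GTP binding activity at least 20% away from the 100% baseline, either lowered as inhibitor or raised as activator; inconclusive means flagged as likely green fluorescent, judged across all proteins in the well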;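 further: 0% = unlabeled GTP competition control and 100% = no-compound control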
Target sequence (P01112 whole entry, looked up): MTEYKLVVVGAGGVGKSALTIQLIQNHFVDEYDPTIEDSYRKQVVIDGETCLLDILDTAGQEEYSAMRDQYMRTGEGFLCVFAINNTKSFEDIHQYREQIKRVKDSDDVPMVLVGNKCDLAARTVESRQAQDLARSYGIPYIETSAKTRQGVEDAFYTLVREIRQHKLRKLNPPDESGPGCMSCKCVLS
* hit, by the source's call; ? = inconclusive; nt = not tested or not shown. Not a hit list; any-hit rate near 2.7%.

SMILES	Rab7 wt modul	Rac1 wt GTP bind	Mcl1 Noxa PPI	Mcl-1 Bim block	Rac1 mut GTP	Avidin fluor	Mcl1 Bid PPI	Rab2 wt GTP	Pf gametocyte	Cdc42 wt GTP	HRas wt GTP
COC(=O)c1ccc(N2CCN(C(=O)c3ccccc3)CC2)c(NC(C)=O)c1	95.0	95.0	14.3	0.0	96.0	9	-25.1	97.0	-7.9	99.0	97.0
COc1cc(NC(=O)c2ccc([N+](=O)[O-])o2)ccc1NC(=O)c1cccs1	93.0	88.0	2.6	3.0	93.0	27	1.0	88.0	-39.6	91.0	90.0
CC(C)CNC(=O)CN(C1CCCCC1)S(C)(=O)=O	101.0	102.0	13.9	0.0	99.0	12	-12.8	97.0	nt	100.0	97.0
CN1C2CCC1/C(=C\c1ccc(F)cc1)C(=O)/C2=C/c1ccc(F)cc1	98.0	102.0	2.9	-2.0	97.0	13	-8.9	98.0	11.0	102.0	100.0
COC(=O)NNC(=O)COc1cc(C)c(Br)cc1C(C)C	102.0	105.0	-3.9	-5.0	102.0	7	-11.5	102.0	8.8	100.0	103.0
Cc1ccc(Oc2ccc(Cl)cc2N)cc1	94.0	94.0	11.0	2.0	94.0	9	-34.6	96.0	2.5	96.0	95.0
O=C(NCc1ccc2c(c1)OCO2)c1ccc(CS(=O)(=O)Cc2cccc(Cl)c2)o1	95.0	97.0	5.2	0.0	96.0	15	-26.0	94.0	-0.6	99.0	96.0
COc1ccc(S(=O)(=O)NC(CC(=O)NCc2ccco2)c2ccco2)cc1 (centres undefined)	95.0	92.0	21.2	0.0	92.0	13	-28.4	96.0	6.0	95.0	95.0
Cc1cc(NC(=O)CSc2ccccn2)no1	98.0	101.0	15.2	-3.0	98.0	10	-17.3	96.0	nt	97.0	99.0
COC(=O)c1ccc(C2C(Oc3ccc(OC)cc3)C(=O)N2CCc2ccc(F)cc2)cc1 (centres undefined)	96.0	100.0	8.9	-1.0	97.0	14	-16.6	98.0	nt	100.0	99.0
COc1ccc(CNc2ccccc2)cc1Br	103.0	103.0	-12.9	-3.0	99.0	8	-21.9	101.0	nt	102.0	103.0
CCc1cc(C(=O)NNC(=S)Nc2cccc(C)c2)cs1	100.0	105.0	-24.0	0.0	101.0	19	-39.4	101.0	-25.7	102.0	103.0
CCn1c(CCCOc2ccc(Cl)cc2Cl)nnc1SCC(=O)Nc1cccc(F)c1	95.0	95.0	3.4	-2.0	96.0	12	-25.1	96.0	-8.2	93.0	96.0
Cc1ccc(-n2c(=S)[nH]c3sc4c(c3c2=O)CCC4)cc1	93.0	96.0	46.0	-6.0	90.0	10	-95.5	91.0	-13.4	91.0	92.0
CN1C2C=C(N(CCc3ccccc3)C(=O)c3ccc(Cl)cc3)CC1CC2 (centres undefined)	104.0	99.0	8.2	-4.0	98.0	12	-29.3	100.0	-7.5	99.0	99.0
CC1C(=O)CCN(C(C)C)C1C (centres undefined)	?	?	1.9	2.0	?	8	89.8*	?	nt	?	?
COc1cccc(-n2cc3c(=O)n(C)c(=O)n(C)c3c2)c1	95.0	97.0	20.7	4.0	97.0	4	-61.8	95.0	-5.9	96.0	95.0
Cc1ccc(S(=O)(=O)N(C)c2ccc(C(=O)O)cc2)cc1	94.0	100.0	6.4	0.0	98.0	8	-1.5	97.0	nt	101.0	99.0
CC(=O)Oc1ccc2ccccc2c1C(NC(=O)Cc1ccccc1)c1ccc(Cl)cc1 (centres undefined)	91.0	102.0	-26.5	0.0	102.0	4	-23.7	102.0	1.5	102.0	102.0
Cc1cccnc1NC(=O)C1CCN(S(=O)(=O)c2c(C)noc2/C=C/c2ccco2)CC1	96.0	103.0	-0.8	-3.0	100.0	3	-31.8	94.0	nt	101.0	98.0
Cc1ccc(Sc2ccc(NC(=O)c3ccc(S(C)(=O)=O)cc3Cl)cc2)cc1	108.0	104.0	-213.6	0.0	101.0	25	-108.7	103.0	15.9	103.0	103.0
Cc1cc(C(=O)Nc2cccc3ncccc23)no1	101.0	100.0	7.7	-4.0	98.0	15	-13.0	100.0	17.5	98.0	97.0
COc1ccc(Cn2nnnc2C(c2ccc(F)cc2)N2CCN(C3CCCC3)CC2)cc1 (centres undefined)	104.0	105.0	-1.4	0.0	99.0	10	-7.6	103.0	-51.2	104.0	104.0
C=CCN1N=C(/C=C/c2ccc(C)cc2)CCC1=O	105.0	100.0	12.5	0.0	97.0	12	-5.0	100.0	-1.5	98.0	97.0
O=C(CCSc1nc(-c2ccco2)cc(C(F)(F)F)n1)NCCN1CCOCC1	99.0	99.0	-4.7	-3.0	98.0	11	-41.4	95.0	-3.1	98.0	97.0
O=C(C1=NN[C@@H]2C(=O)N(c3cccc(F)c3)C(=O)[C@H]12)c1ccc2ccccc2n1	100.0	102.0	-3.5	11.0	97.0	6	-21.6	97.0	-3.4	100.0	97.0
N#CC1=C(N)NC(SCc2ccccc2)=C(C#N)C12CCCC2	95.0	103.0	28.5	-2.0	98.0	7	1.8	95.0	-5.1	98.0	97.0
N#C/C(=C/c1ccc(N2CCCCC2)cc1)c1cccc(F)c1	101.0	103.0	-3.5	0.0	100.0	3	-33.5	98.0	-19.2	98.0	98.0
S=c1[nH]nc(COc2ccccc2)n1/N=C/c1ccncc1	100.0	97.0	13.9	-1.0	92.0	8	-36.6	97.0	-5.1	93.0	97.0
COc1cccc(N2CCN(C(=O)CCSCc3ccccc3F)CC2)c1	109.0	100.0	8.7	0.0	91.0	10	-16.5	100.0	12.5	97.0	99.0
COc1ccc(C/C(N)=N/OC(=O)COc2ccccc2C)cc1	96.0	99.0	-3.9	-4.0	99.0	2	-18.8	94.0	nt	102.0	100.0
COc1cccc(-c2nc(CS(=O)CC(=O)NCc3ccc4c(c3)OCO4)c(C)o2)c1 (centres undefined)	99.0	100.0	3.3	-2.0	96.0	21	0.2	96.0	nt	100.0	98.0
COc1ccccc1OCCNS(=O)(=O)c1ccc2oc3ccccc3c2c1	98.0	96.0	4.0	-1.0	94.0	8	13.6	93.0	nt	96.0	96.0
CC1(C)NC(=O)N(CC(O)CNC23CC4CC(CC(C4)C2)C3)C1=O (centres undefined)	100.0	97.0	18.1	-3.0	97.0	12	-4.2	98.0	5.0	98.0	98.0
C=CCOc1ccc(/C(O)=C2\C(=O)C(=O)N(CCOC)C2c2cccnc2)cc1 (centres undefined)	98.0	101.0	28.0	-1.0	97.0	9	2.2	99.0	nt	101.0	101.0
Cc1ccccc1NC(=S)NN1CCN(C)CC1	96.0	103.0	4.5	0.0	101.0	14	-26.2	104.0	nt	106.0	103.0
CCC1(C)Cc2ccccc2-c2nc(NCCO)n(-c3ccc(C)cc3)c(=O)c21 (centres undefined)	97.0	101.0	10.3	5.0	95.0	36	12.2	99.0	nt	99.0	96.0
COC(=O)c1ccc(C)c(NC(=O)c2c(-c3ccccc3)noc2C)c1	97.0	97.0	22.2	-3.0	97.0	15	19.1	98.0	nt	100.0	99.0
c1coc(CNc2nc3sc4c(c3c3ncnn23)CCCC4)c1	93.0	95.0	5.2	0.0	95.0	9	-49.4	94.0	-5.9	94.0	95.0
COc1ccc(NC(=O)c2cc(C3CC3)on2)c(OC)c1	99.0	106.0	-5.3	-3.0	100.0	26	85.3*	100.0	nt	100.0	101.0
COc1cc2c(cc1NC(=O)COc1ccc3ccccc3c1)oc1ccccc12	100.0	101.0	3.8	0.0	97.0	12	18.2	97.0	-7.0	95.0	99.0
O=C(/C=C/c1ccc(F)cc1)NCCC1=CCCCC1	95.0	101.0	-5.6	-2.0	100.0	9	-18.4	97.0	8.7	98.0	97.0
S=C(Nc1ccccc1)N1CCCCCC1	103.0	103.0	5.2	-1.0	97.0	6	-32.1	103.0	nt	99.0	100.0
O=C(Nc1ccccc1)C1CCCN(C(=O)c2ccc(Cl)cc2)C1 (centres undefined)	103.0	91.0	9.2	0.0	91.0	12	-22.9	98.0	nt	94.0	98.0
CC1CCN(C(=O)Cn2c(=O)n(-c3ccc(F)cc3)c(=O)c3sccc32)CC1	99.0	104.0	-3.9	-4.0	98.0	15	-13.7	100.0	29.9	104.0	100.0
Cc1nonc1OC(C)CNc1ccc([N+](=O)[O-])cc1 (centres undefined)	103.0	100.0	12.1	-2.0	99.0	14	-28.9	103.0	nt	103.0	104.0
CCCc1cc2c(cc1NC(=O)c1ccc(Br)cc1)OCO2	100.0	98.0	-15.5	-3.0	100.0	18	0.1	99.0	nt	100.0	100.0
CC(C)(CCl)C(=O)Nc1ccc(OC(F)(F)F)cc1	94.0	97.0	-9.6	0.0	96.0	9	-11.5	98.0	17.6	96.0	96.0
COc1ccc(N2CCN(C(=O)c3ccc(Cl)c(S(=O)(=O)N4CCCC4)c3)CC2)cc1	101.0	97.0	27.4	1.0	96.0	10	-36.8	100.0	2.3	97.0	97.0
COc1ccc(Cl)cc1Nc1nc(-c2sc(NC(=O)CC(C)C)nc2C)cs1	99.0	105.0	32.7	-3.0	102.0	31	-13.0	100.0	nt	103.0	102.0
O=C(O)CCS(=O)(=O)c1ccc(-c2ccccc2)cc1	97.0	101.0	22.1	-7.0	99.0	9	-26.4	98.0	15.9	102.0	100.0
CC(C)(C)c1ccc(C(=O)Nc2ccccc2Cl)cc1	97.0	98.0	-1.1	-2.0	96.0	25	-4.6	93.0	-9.1	94.0	92.0
O=C(CSc1ncccn1)Nc1ccccc1	103.0	106.0	20.7	-2.0	100.0	5	4.4	105.0	-19.4	105.0	106.0
CCS(=O)(=O)NCc1csc(-c2ccccc2)n1	95.0	105.0	22.5	-2.0	101.0	22	-5.4	99.0	nt	100.0	100.0
COc1cccc(Cn2nnc(C(=O)NCc3ccccc3Cl)c2N)c1	92.0	95.0	-18.5	0.0	95.0	5	-10.3	94.0	nt	96.0	92.0
OC(COCC1CC=CCC1)Cn1cnc2ccccc21 (centres undefined)	99.0	102.0	-4.5	-3.0	100.0	1	-6.1	98.0	-3.1	99.0	100.0
Cc1ccc(-n2nc3c(Cl)nnc(C)c3c2C)cc1	99.0	103.0	0.7	-2.0	101.0	9	-8.8	99.0	-6.0	101.0	99.0
Cc1cc(C)n(CC(=O)N/N=C/c2cc(Br)cc([N+](=O)[O-])c2O)n1	?	?	-12.1	3.0	?	19	-40.3	?	-13.3	?	?
